Bioassay records (PubChem)
IDE cell activ: boosts human insulin-degrading enzyme activity in HEK cells; P14735; FAbeta-B cleavage, fluorescence polarization; 0% vehicle, 100% cell-free pure enzyme wells; activation, % at 5.96 µM; 0.073% of 340,000 active;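 active = activation above the mean of all tested compounds plus 3 SD, set per screening campaign, cut at about 17% in these data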
IMP-1 inh: inhibitors of Pseudomonas aeruginosa IMP-1 metallo-beta-lactamase. inhibition, % at 5.6 µM. 0.45% of 290,000 active. AID 1556. purified IMP-1, nitrocefin hydrolysis, epi-absorbance fluorescence;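 active = inhibition above the mean plus 3 SD of all compounds in the same screening run, cut at about 4.5% in these data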;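 note: 0% = IMP-1 with DMSO and 100% = DMSO wells lacking enzyme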
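System – purified recombinant IMP-1 beta-lactamase · Input – IMP-1 dispensed at 0.2 nM · Timing – 15 min preincubation plus 25 min reaction at 25 °C · Signal – Epi-absorbance fluorescence, 480 nm excitation, 530 nm emission · Measure – percent IMP-1 inhibition derived from blank-referenced optical density · Controls – Enzyme-plus-DMSO low control, enzyme-free DMSO high control · Replication – singlicate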
IDE cell inh: cellular human IDE inhibition; HEK cells, FAbetaB cleavage, fluorescence polarization; inhibition, % at 5.59 µM; 0.41% of 320,000 active;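 active = percent inhibition above the average of all tested compounds plus 3 SD, set per screening campaign, cut at about 16% in these data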;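 note: IDE supplied by intact live HEK cells; FP after avidin binding of uncleaved biotin substrate so inhibition keeps polarization high; 0% = DMSO wells and 100% = 60 µM reference IDE inhibitor Ii1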
SUMO HTRF inh: SUMOylation inhibition; 0.36% of 290,000 active; AID 2006; inhibition, % at 35 µM; P63279; HTRF SUMOylation assay, SAE1/SAE2 + UBC9, in vitro; in the data active = inhibition above about 50%, passing the limit was not always enough; note: strong numbers were not always called active
FID counter: displaces DNA intercalator in HCV helicase counter-screen; DNA fluorescent intercalator displacement, fluorescence; inhibition, % at 7.9 µM; 0.17% of 290,000 active; in the data active = inhibition above about 37%;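 note: 0% = vehicle and 100% = reference compound; higher means more ethidium bromide displaced from hairpin DNA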
VIM-2 inh: inhibitors of Pseudomonas aeruginosa VIM-2 metallo-beta-lactamase; 0.89% of 290,000 active; inhibition, % at 5.6 µM; purified VIM-2, nitrocefin hydrolysis, epi-absorbance fluorescence; AID 1527;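 active = inhibition above the mean of all tested compounds plus 3 SD, cutoff set per screening run, cut at about 7.5% in these data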;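 note: red hydrolysis product quenches plate fluorescence so inhibitors raise well fluorescence; 0% = enzyme with DMSO and 100% = DMSO without enzyme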
PfM18AAP inh: blocks P. falciparum M18 aspartyl aminopeptidase | recombinant PfM18AAP, H-Glu-NHMec fluorogenic cleavage | inhibition, % at 7.35 µM | 1.2% of 290,000 active | AID 1822;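 active = inhibition above the campaign mean inhibition over all tested compounds plus 3 SD, cut at about 28% in these data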;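 note: 0% = plate median of test compound wells and 100% = 2 mM ZnCl2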
p-CIP stab down: compounds decreasing mouse p/CIP protein stability | Q05BA5 | F442A p/CIP-EGFP cells, EGFP fluorescence, 16 h | decrease of EGFP signal, % at 10 µM | 0.01% of 290,000 active | AID 1984;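 active = EGFP signal decrease of at least 30% at 10 µM or well 3 SD below plate mean, unless failing retest; inactive = the rest, including hits failing retest or dose response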; note: some compounds called inactive have numbers as strong as hits; many of its hits are not listed in these tables
Target sequence (Q05BA5 1-1403): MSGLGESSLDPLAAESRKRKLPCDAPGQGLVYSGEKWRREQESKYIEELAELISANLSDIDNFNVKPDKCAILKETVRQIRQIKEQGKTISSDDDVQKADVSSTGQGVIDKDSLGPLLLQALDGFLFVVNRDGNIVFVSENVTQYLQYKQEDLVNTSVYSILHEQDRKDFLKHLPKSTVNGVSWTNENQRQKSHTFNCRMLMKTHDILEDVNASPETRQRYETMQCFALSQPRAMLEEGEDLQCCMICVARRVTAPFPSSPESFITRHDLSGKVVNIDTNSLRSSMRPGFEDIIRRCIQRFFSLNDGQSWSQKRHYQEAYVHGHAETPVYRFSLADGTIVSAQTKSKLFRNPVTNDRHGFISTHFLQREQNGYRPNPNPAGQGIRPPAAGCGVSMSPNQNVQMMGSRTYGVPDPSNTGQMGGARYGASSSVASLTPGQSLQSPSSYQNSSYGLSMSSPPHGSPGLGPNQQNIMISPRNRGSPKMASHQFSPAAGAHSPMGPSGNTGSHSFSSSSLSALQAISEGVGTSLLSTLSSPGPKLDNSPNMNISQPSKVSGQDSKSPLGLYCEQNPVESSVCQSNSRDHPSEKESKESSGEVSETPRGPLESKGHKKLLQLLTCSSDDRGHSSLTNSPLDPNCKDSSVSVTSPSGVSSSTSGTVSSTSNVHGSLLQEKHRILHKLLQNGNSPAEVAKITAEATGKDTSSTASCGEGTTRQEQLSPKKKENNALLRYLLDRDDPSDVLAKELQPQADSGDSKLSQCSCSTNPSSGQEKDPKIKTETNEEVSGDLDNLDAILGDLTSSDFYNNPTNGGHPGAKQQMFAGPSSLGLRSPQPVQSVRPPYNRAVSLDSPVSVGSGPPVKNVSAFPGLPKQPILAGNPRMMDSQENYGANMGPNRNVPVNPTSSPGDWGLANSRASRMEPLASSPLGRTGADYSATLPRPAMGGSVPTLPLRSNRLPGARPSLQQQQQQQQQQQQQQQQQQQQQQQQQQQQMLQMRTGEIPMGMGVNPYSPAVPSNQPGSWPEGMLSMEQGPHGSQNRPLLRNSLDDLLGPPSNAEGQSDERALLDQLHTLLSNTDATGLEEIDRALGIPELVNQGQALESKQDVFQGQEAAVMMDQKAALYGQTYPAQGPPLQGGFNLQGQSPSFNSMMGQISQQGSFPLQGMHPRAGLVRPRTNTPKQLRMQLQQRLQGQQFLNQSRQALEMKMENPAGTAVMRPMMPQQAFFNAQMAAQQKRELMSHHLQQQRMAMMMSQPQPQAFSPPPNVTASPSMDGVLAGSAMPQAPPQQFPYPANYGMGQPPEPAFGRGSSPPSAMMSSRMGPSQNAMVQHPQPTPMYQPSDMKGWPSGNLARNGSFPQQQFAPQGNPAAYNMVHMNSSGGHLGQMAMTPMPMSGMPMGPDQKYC
HCV NS3 hel inh: inhibitors of Hepatitis C virus NS3 helicase; NS3 helicase DNA unwinding, Cy5 molecular beacon fluorescence; inhibition, % at 10.9 µM; 0.56% of 290,000 active; AID 1800;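 active = inhibition above the mean of all tested compounds plus 3 SD, set per campaign, cut at about 35% in these data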;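 note: 0% = DMSO wells and 100% = thioflavine S control wells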
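assay system = NS3 helicase fragment of HCV | buffer or medium = MOPS pH 6.5, MgCl2, DTT, Tween20, BSA | timing = 60 min unwinding reaction at 25 °C after ATP addition | signal = Cy5 beacon fluorescence read at start and 1 h | read-out basis = % inhibition of unwinding | control set = low DMSO, high thioflavine S at 110 µM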
Active calls of the source: *; . = not tested or not shown. Rows are unselected. Share with any hit: about 3.6%.

SMILES	IDE cell activ	IMP-1 inh	IDE cell inh	SUMO HTRF inh	FID counter	VIM-2 inh	PfM18AAP inh	p-CIP stab down	HCV NS3 hel inh
CSc1ccccc1OCc1cc(C(=O)N2CCCC2c2nonc2C)no1 (stereo unspecified)	3	-0.5	-1	-9	-45	-0.9	0	-5	-11
Cc1ccc(N=Nc2c(O)c3ccccc3[nH]c2=O)c(S(=O)(=O)N(C)C)c1	.	-0.3	.	-2	-1	-0.7	-3	3	-5
COc1ccc(OC)c(N(CC(=O)O)S(=O)(=O)c2ccc(OC)c(OC)c2)c1	3	-1.4	0	-2	-1	-1.4	-1	0	-2
Cc1ccccc1-c1nnc(SCC(=O)Nc2ccc3c(c2)OCCO3)n1N	4	1.3	-7	13	-10	0.3	3	-4	-9
CCOC(=O)c1sc(NC(=S)NC(=O)c2ccccc2Cl)c(C(=O)OCC)c1C	3	-4.4	-1	-2	-3	-2.8	9	-4	4
Cc1noc(C)c1CN(C(=S)NC1CC1)c1ccccc1	-2	0.1	-9	0	3	2.6	-17	-2	-2
O=S(=O)(Nc1nc2ccccc2[nH]1)c1ccccc1	7	-0.5	-1	24	2	-2.2	3	-7	-7
CCOc1ccc(/C(O)=C2/C(=O)C(=O)N(c3ncccn3)C2c2ccc(Cl)cc2)cc1 (stereo unspecified)	.	-3.4	-3	13	-38	0.8	-3	1	17
COc1ccc([N+](=O)[O-])cc1NC(=O)CSCc1ccc(Br)cc1	0	-3.1	6	5	-1	-4.9	2	-2	-3
CC(=O)NCCC1CCCCN1C(=O)c1cc(COc2cc(C)ccc2C)on1 (stereo unspecified)	5	-1.7	5	-4	-53	-1.1	3	6	9
Cc1nc(N)ncc1Sc1ccc(Cl)cc1	4	-3.6	0	1	0	-2.4	3	-15	-12
COC(=O)c1cc(NCc2cccs2)ccc1N1CCOCC1	3	-1.0	6	10	-5	-1.1	1	-4	4
CC(=O)NCCC(=O)Nc1cc(S(=O)(=O)N2CCCCC2)ccc1Oc1cccc(C)c1	4	-0.3	.	-1	-40	0.7	-5	-5	-14
Cc1ccc(-c2cn3c(n2)SCC3)cc1	-2	0.3	1	10	-8	0.2	-4	6	-2
Cc1nc(NC(=O)c2cc3ccccc3o2)sc1C	-1	1.5	-1	-1	-3	-0.9	-1	-10	-8
CCCOc1ccc(C(=O)CCC(=O)OCC(=O)N(C)c2c(N)n(Cc3ccccc3)c(=O)[nH]c2=O)cc1	6	-2.0	-2	2	-54	-1.1	-1	-31	-8
C=CCc1cc(Cl)ccc1OCCOCCNC(C)(C)C	2	-2.7	-2	8	23	-0.7	2	-13	-19
Cc1ccc2cc3c(nc2c1)OCC3	-4	-3.0	0	34	-1	-1.8	4	-14	0
O=c1c2ccccc2cnn1Cc1n[nH]c(=S)n1-c1ccc(F)cc1	3	-4.2	1	8	-6	-0.4	36*	-6	-4
O=C(Cn1c(=O)oc2cc(S(=O)(=O)N3CCc4ccccc43)ccc21)N1CCCCC1	3	-6.3	-6	7	-19	-1.4	-1	-11	0
CCC1S/C(=N/N=C/c2ccco2)NC1=O (stereo unspecified)	6	-2.8	1	9	-7	-4.7	3	-3	6
CCc1cccc(NC(=O)CCC(=O)N2CCSc3ccccc32)c1	4	-3.8	2	-2	-39	-0.3	4	-14	-6
COc1cc(C(C(=O)NC2CCCCC2)N(CCN2CCOCC2)C(=O)C2COc3ccccc3O2)cc(OC)c1OC (stereo unspecified)	0	-1.3	2	8	8	-2.0	-1	-6	4
O=C(Nc1ccc2c(c1)OCCO2)c1cccc(S(=O)(=O)N2CCOCC2)c1	-1	0.6	7	11	-5	-2.0	4	-16	-7
Cc1cc(=O)[nH]c2c(N=Nc3ccc(O)cc3)c(N)nn12	6	6.4*	.	-16	-1	1.7	61*	5	12
CCN1CCN(CCOc2cccc(Oc3ccccc3)c2)CC1	3	-1.3	7	4	16	-2.9	4	-3	-15
Cc1cccc(-n2nnc3cnn(C)c3c2=O)c1	2	-4.2	6	7	-9	-1.9	0	-10	15
Cc1cc2c(cc1C)CN(c1ccccc1)C2	10	-2.8	1	7	-8	-2.3	3	-10	1
COc1ccc(Br)cc1CNc1ccc(N2CCOCC2)cc1	2	-19	3	11	-10	-6.5	-21	-2	21
COc1ccccc1NC(=O)Nc1ccccc1N1CCOCC1	2	-2.8	-4	6	-10	-1.5	-1	1	-6
O=C(CNC(=S)N(Cc1ccc(F)cc1)C1CCCCC1)NCCN1CCOCC1	-3	-2.9	5	9	14	-4.3	2	-2	-15
COc1ccc(NC(=O)COc2nsnc2N2CCOCC2)cc1	2	-1.5	3	-16	-5	-2.8	-2	-12	-1
COC(=O)CSc1nnc(Cc2cc(=O)[nH]c(=O)[nH]2)n1-c1cccc(OC)c1	2	-0.9	4	-3	-2	-2.3	-2	1	-16
Cc1noc(NS(=O)(=O)c2ccc(NC(=O)C(Cl)(Cl)Cl)cc2)c1C	5	-0.8	6	-10	-20	-3.1	1	-11	22
COc1cccc(N2CCN(c3ccc4nnc(CCC(=O)Nc5cc(C)ccn5)n4n3)CC2)c1	2	-0.9	-3	14	-38	0.2	-6	-8	-2
CC(C(=O)N(C)C1CCCCC1)N1CCC(C(N)=O)CC1 (stereo unspecified)	1	0.0	-6	17	0	1.2	-14	-8	-9
COc1cc([N+](=O)[O-])cc(/C=N/NC(=O)c2cccnc2)c1O	4	-2.5	1	16	-6	-2.5	7	-4	-5
OCCNCc1cc(Br)ccc1OCc1ccc(Cl)cc1Cl	9	-0.9	.	8	23	0.0	2	1	-76
COc1ccc(C(=O)NCCSC2CCCCC2)cc1	6	-3.0	-1	-7	-14	-4.2	1	8	5
CCCCCCn1c(COc2ccccc2F)nnc1SCC(=O)c1c(N)n(C)c(=O)n(C)c1=O	.	-3.4	-6	6	4	-1.2	-1	-4	-5

3 structures out of the list, sorted by formula weight, largest number first.
SMILES	IDE cell activ	IMP-1 inh	IDE cell inh	SUMO HTRF inh	FID counter	VIM-2 inh	PfM18AAP inh	p-CIP stab down	HCV NS3 hel inh
COc1cc([N+](=O)[O-])cc(/C=N/NC(=O)c2cccnc2)c1O	4	-2.5	1	16	-6	-2.5	7	-4	-5
C=CCc1cc(Cl)ccc1OCCOCCNC(C)(C)C	2	-2.7	-2	8	23	-0.7	2	-13	-19
Cc1nc(NC(=O)c2cc3ccccc3o2)sc1C	-1	1.5	-1	-1	-3	-0.9	-1	-10	-8

(cont.)
SMILES	IDE cell activ	IMP-1 inh	IDE cell inh	SUMO HTRF inh	FID counter	VIM-2 inh	PfM18AAP inh	p-CIP stab down	HCV NS3 hel inh
NC(=O)NNc1cccc(Cl)n1	7	-3.1	6	14	-8	-2.1	47*	-16	10
O=C(CCN1C(=O)C2C3C=CC(C3)C2C1=O)N1CCN(c2cccc(Cl)c2)CC1 (stereo unspecified)	-12	-1.6	-5	29	-28	-2.2	-2	-2	-6
Cc1ccc(NC(=O)/C(=C\c2cccc(Br)c2)NC(=O)c2ccco2)cc1	3	-2.3	3	18	-13	0.3	0	15	-8
Cc1ccc(OCC(=O)OCC(=O)c2cccc([N+](=O)[O-])c2)cc1C	4	-3.1	2	-1	-1	-2.3	-7	-17	4
O=C(COC(=O)CCc1nc2ccccc2c(=O)[nH]1)Nc1ccc(Cl)cn1	4	-4.4	6	1	-9	-1.6	1	-19	28
Cc1cccc(NC(=O)Cn2cnc3c(oc4nc5c(cc43)COC(C)(C)C5)c2=O)c1	-4	0.9	4	-2	-4	-1.0	7	-15	-2
CCOC(=O)c1cc2c(ccn2C)n1CC(=O)N(C)C	0	-3.0	0	18	-8	-1.5	6	-3	-1
Cc1ccccc1N1CCN(C2CCCN(C(=O)c3ocnc3C)C2)CC1 (stereo unspecified)	6	-1.0	.	10	-30	1.4	-9	-19	-15
CCOC(=O)Cn1c(=O)c2c(nc3n2CCN3Cc2ccccc2)n(C)c1=O	2	1.1	0	31	0	1.1	-11	-24	1
COc1ccc(C2=NS(=O)(=O)N(C)C(C(=O)Nc3ccc4c(c3)OCO4)=C2)cc1OC	4	-4.5	0	-20	-14	-1.4	13	-13	2
O=C1CCCC2=C1C1(CCCC1)N=C(Nc1nc3ccccc3s1)N2	-5	-1.9	4	6	-1	-1.9	-10	-5	-13
CCn1c(SCC(=O)NC2CCCCC2)nc2ccccc2c1=O	-3	-3.7	4	6	-9	-4.5	-1	10	1
CC(C)Cn1c(O)c(/C=C2\C=NN=C2c2ccccc2)sc1=S	-2	-1.6	-5	-33	3	-2.4	-2	-8	3
Cc1ccc(NC2CC(C)NC(=S)N2)cc1 (stereo unspecified)	1	-2.9	5	8	-1	-2.5	-1	-3	5
CC(O)(CS(=O)(=O)Cc1ccccc1)C(=O)Nc1cccc(C(F)(F)F)c1 (stereo unspecified)	4	-2.6	1	-32	-2	-1.0	0	1	2
Cc1ccc2oc(-c3cccc(NC(=O)c4cc(-n5cnnc5)ccc4Cl)c3)nc2c1	10	-1.0	3	10	-2	-1.7	-2	-10	-1
CCOc1nc(N=C(N)N)nc2c(C)cccc12	-2	-1.0	-1	21	2	6.5	4	-13	-15
CCOc1ccccc1OC(=O)c1ccco1	4	-0.3	-4	13	-2	-1.2	0	-18	6
COc1ccc2c(c1)C1(C)CC(C)(C)N2C(=O)N1c1ccccc1 (stereo unspecified)	1	-2.0	2	19	-16	-2.2	2	-18	-5
CC(=O)N/C(=C\c1cccc([N+](=O)[O-])c1)C(=O)NC(C)C	3	-1.2	2	18	0	-3.5	3	-16	3
Cc1ccc(CS(=O)(=O)Cc2ccc(C(=O)NCCc3ccccc3)o2)cc1	3	-1.7	1	3	-39	-2.0	5	-1	-1
O=C(c1ccc(Cl)s1)N1CCc2ccccc21	-7	-1.1	-1	2	-5	-0.5	7	7	2
COc1c(O)cc2oc(-c3ccc(O)cc3)cc(=O)c2c1O	1	.	3	0	.	.	.	-2	.
O=C(CSc1nn(-c2ccc(Cl)cc2)c(=S)s1)NCC1CCCO1 (stereo unspecified)	2	-2.6	2	1	-10	-0.7	4	-1	1
CCc1cc(-c2n[nH]c(C)c2-c2ccccc2Cl)c(O)cc1OC	2	-1.4	-2	10	-6	-2.7	-2	-17	-7
COc1ccc(NC(=O)C2CCN(S(C)(=O)=O)CC2)cc1OC	1	-3.1	4	8	-1	-1.7	0	3	2
O=C(c1cccc(F)c1)N1CCN(Cc2cccc(Br)c2)CC1	-1	0.2	-7	4	-31	-1.2	0	-4	1
Cc1ccc(NC(=O)c2c(C(F)(F)F)nn(C)c2SCc2ccc(Cl)cc2)cc1C	7	-2.5	4	-25	-15	-2.3	2	-9	-10
O=C(c1ccc(N2CCOCC2)nc1)N1CCOCC1	2	-3.2	5	15	0	-1.6	11	-24	-3
FC(F)(F)c1ccccc1-c1nc(-c2ccncc2)no1	3	-0.6	3	1	-15	-1.9	-2	5	3
Cc1nc(C(=O)NC2CC2)sc1C1(C)CC(c2ccccc2)=NO1 (stereo unspecified)	2	.	-3	-6	.	.	.	-5	.
